# Compound activity deposited in PubChem by several laboratories.
# dFosB act: activators of delta FosB homodimer, primary screen, biochemical, fluorescence polarization, TAMRA-CDK5 oligo, single point; AID 493131, 2011; purified delta FosB; percent of positive-control signal above neutral wells; activation, % at 25 µM; Protein FosB (Mus musculus), P13346; hit rate 0.99% among 340,000;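 active = mean activation above about 17%, with every replicate also reaching it, limit read from the data, passing the limit was not always enough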;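 also: fluorescence polarization rise as delta FosB binds a TAMRA Cdk5 AP-1 oligo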
# SR-BI HDL uptake: inhibitors of SR-BI mediated HDL lipid uptake, primary screen, ldlA[mSR-BI] cells, fluorescence, single point | Scavenger receptor class B member 1 (Mus musculus), Q61009 | ldlA[mSR-BI] CHO cells, DiI-HDL uptake fluorescence, 3 h | inhibition, % at 12.5 µM | hit rate 0.96% among 320,000 | AID 488896, 2010;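 active = mean replicate inhibition of at least 70% and a set share of replicates each scoring 70 or more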;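 also: 0% = median of neutral control wells and 100% = median of positive control wells; values of inactives mirror those of a sister screen read the other way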
# Target sequence (Q61009 whole entry, looked up): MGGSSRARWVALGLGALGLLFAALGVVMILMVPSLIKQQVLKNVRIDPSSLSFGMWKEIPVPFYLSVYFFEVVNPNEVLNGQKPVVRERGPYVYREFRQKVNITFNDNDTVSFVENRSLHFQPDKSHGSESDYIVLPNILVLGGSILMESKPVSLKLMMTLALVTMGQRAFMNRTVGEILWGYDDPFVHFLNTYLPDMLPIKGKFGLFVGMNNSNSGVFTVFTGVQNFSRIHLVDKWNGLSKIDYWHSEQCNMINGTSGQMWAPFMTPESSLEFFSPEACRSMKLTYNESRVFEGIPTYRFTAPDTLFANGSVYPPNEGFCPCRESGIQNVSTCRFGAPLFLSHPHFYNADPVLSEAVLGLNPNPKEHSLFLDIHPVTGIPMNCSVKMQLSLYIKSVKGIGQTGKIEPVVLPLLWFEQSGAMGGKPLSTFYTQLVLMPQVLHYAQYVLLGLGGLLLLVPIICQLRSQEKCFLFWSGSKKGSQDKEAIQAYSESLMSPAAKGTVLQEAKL
# NSD2 HMT inh: NSD2 histone methyltransferase inhibitors, primary screen, biochemical, AlphaScreen, single concentration, set 2; hit rate 0.54% among 310,000; Histone-lysine N-methyltransferase NSD2 (Homo sapiens), O96028; NSD2 peptide methylation, 120 min; AID 743445, 2014; inhibition, % at 12.5 µM; in the data active = inhibition above about 50%
# SUMO Mot1 rescue: yeast Mot1-301 growth rescue at high temperature, primary screen, SUMOylation pathway inhibitor project, S. cerevisiae, ATP luminescence, 38.5C; hit rate 1% among 320,000; growth rescue, % at 18.8 µM; S. cerevisiae Mot1-301 growth rescue; percent above DMSO median, 100 means doubled;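 active = every valid replicate shows activation above 250% relative to neutral control wells; inactive = the rest, any valid replicate at or below 250%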;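 also: OY570 slx delta 5 strain wells were the positive control but not used for scaling; some compounds called inactive have numbers as strong as hits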
# PKA-R2B activ: activators of PKA-R2B holoenzyme, primary screen, biochemical, fluorescence polarization, Cy5-IP20, human; PKA-R2B holoenzyme dissociation; R2B truncated from residue 108, S112A mutant; 0% DMSO only, 100% 113 µM cGMP; cAMP-dependent protein kinase catalytic subunit beta (Homo sapiens) + cAMP-dependent …; hit rate 0.079% among 340,000; AID 504700, 2011; activation, % at 11.4 µM;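 active = activation above a cutoff set at the mean over all compounds plus 3 SD, cut at about 18% in these data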;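 also: higher means more holoenzyme dissociation and a rise in polarization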
# PKA-R1A activ: activators of PKA-R1A holoenzyme, primary screen, biochemical, fluorescence polarization, Cy5-IP20, bovine R1A, mouse PKAc; PKA-R1A dissociation; scaled: DMSO 0%, 113 µM cGMP 100%; activation, % at 11.4 µM; hit rate 0.083% among 340,000;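 active = percent activation above the mean of all tested compounds plus 3 SD, cut at about 19% in these data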;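 also: higher means more PKAc released from R1A so a rise in polarization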
# CDK5 p35 inh: inhibitors of human CDK5/p35 kinase, primary screen, biochemical, single concentration; Recombinant CDK5/p35, ADP-Glo luminescence, 60 min; hit rate 0.01% among 330,000; inhibition, % at 10 µM; Cyclin-dependent kinase 5 (Homo sapiens) + Cyclin-dependent kinase 5 activator 1 (Homo …;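 active = highest replicate inhibition of at least 50% and at least 75% of replicates reaching 50%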;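 also: plate controls were DMSO neutral control for no effect and GW8510 at 10 µM for full effect; many of its hits are not listed in these tables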
# Target sequence (Q00535 whole entry, looked up): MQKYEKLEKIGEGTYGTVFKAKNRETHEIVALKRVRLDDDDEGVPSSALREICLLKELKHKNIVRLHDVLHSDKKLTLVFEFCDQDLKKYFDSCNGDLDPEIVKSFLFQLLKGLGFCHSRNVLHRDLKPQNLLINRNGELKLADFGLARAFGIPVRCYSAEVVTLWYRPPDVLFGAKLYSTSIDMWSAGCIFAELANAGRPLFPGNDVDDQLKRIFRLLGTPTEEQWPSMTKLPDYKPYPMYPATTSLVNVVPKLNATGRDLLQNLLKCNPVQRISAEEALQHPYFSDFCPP
# Target sequence (Q15078 whole entry, looked up): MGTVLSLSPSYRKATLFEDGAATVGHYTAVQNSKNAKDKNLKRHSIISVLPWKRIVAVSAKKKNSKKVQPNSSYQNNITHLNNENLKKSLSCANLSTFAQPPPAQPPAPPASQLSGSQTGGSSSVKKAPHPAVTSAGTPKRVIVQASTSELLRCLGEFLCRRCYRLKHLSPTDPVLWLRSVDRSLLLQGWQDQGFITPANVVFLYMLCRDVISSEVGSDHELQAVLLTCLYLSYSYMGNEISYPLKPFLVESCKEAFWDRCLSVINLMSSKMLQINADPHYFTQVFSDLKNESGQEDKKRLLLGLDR
# MITF act: activators of MITF-driven TRPM1 promoter reporter, primary screen, cell-based, SK-MEL-5, luciferase, single point; SK-MEL-5 TRPM1-promoter luciferase, 24 h; % of positive control, neutral wells = 0; activation, % at 12.5 µM; hit rate 0.75% among 300,000; AID 588334, 2011;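 active = mean activation of at least 80% with every replicate also reaching 80%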;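 also: 0% = neutral control wells and 100% = parthenolide positive control wells; values of inactives mirror those of a sister screen read the other way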
# Arr AP2 block: inhibitors of beta-arrestin/AP2 binding, primary screen, biochemical, GPCR trafficking, flow cytometry. AID 504490, 2011. FITC-arrestin peptide / GST-AP2 beads; AP2 beta2 appendage carries R879A mutation. inhibition, % at 10 µM. beta-arrestin 1 C-terminal peptide binding to AP2 beta2-adaptin appendage (human). hit rate 0.31% among 340,000;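 active = inhibition above a set limit, near 3 SD of compounds lacking own fluorescence, cut at about 54% in these data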;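 also: plate controls were DMSO wells for no effect and 5 µM unlabelled arrestin peptide for full effect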
#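 System: GST-AP2 R879A glutathione beads. Medium: PBS with 0.05% Tween 20 and 0.1% BSA. Also added: FITC-arrestin peptide, 50 nM. Incubation: 12 min plus 1 h, RT. Measured by: high-throughput flow cytometry of beads, ex 488, em 535 nm. Evaluation: percent drop in bead-associated FITC signal.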
# SR-BI uptake up: activators of SR-BI mediated DiI-HDL uptake, primary screen, ldlA[mSR-BI] CHO cells, DiI fluorescence; hit rate 0.096% among 320,000; AID 504775, 2011; activation, % at 12.5 µM; 3 h; 100 = double the neutral-control signal;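 active = mean replicate activation of at least 60% and every replicate at or above 60%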;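 also: 0% = median plate neutral-control signal and 100% = twice that signal; values of inactives mirror those of a sister screen read the other way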
#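 Material: SR-BI-overexpressing, LDLR-lacking CHO cells | Dosing: Single compound concentration, delivered by pin transfer | Probe or stimulus: Labelled HDL, 10 µg/mL | Signal: Bottom-read cell fluorescence after medium removal, ex 550/em 595 nm | Schedule: 3 h, 37 °C | Evaluation: HDL uptake via cellular fluorescence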
# Pemphigus Ab inh: inhibitors of pemphigus antibody binding to DSG3, primary screen, biochemical, bead-based, flow cytometry, scFv-GFP | Desmoglein-3 (Homo sapiens), P32926 | DSG3-coupled beads, scFv-anti-DSG3-GFP binding; stronger effect = lower value | binding (percent of control), % at 10 µM | hit rate 0.48% among 310,000 | AID 588358, 2011;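 active = binding more than 3 SD below its plate's average and above zero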; also: some compounds called inactive have numbers as strong as hits
# Starred values were filed as active, the others as inactive; . = not tested or not shown; + = active, no number.
SMILES,dFosB act,SR-BI HDL uptake,NSD2 HMT inh,SUMO Mot1 rescue,PKA-R2B activ,PKA-R1A activ,CDK5 p35 inh,MITF act,Arr AP2 block,SR-BI uptake up,Pemphigus Ab inh
O=C(c1cc(-c2ccc(Cl)c(Cl)c2)on1)N1CCN(c2ccccc2)CC1,-2,2,-1,+,-2,0,0.6,-2,-2,-2,101
O=C(O)CCN1C(=O)/C(=C\c2cccc(OCc3ccccc3)c2)SC1=S,-12,-6,-6,-2,6,-3,-1.1,1,32,6,98
N/C(=N\OC(=O)c1ccc(F)cc1)c1ccccc1,3,-28,-2,8,3,4,7.1,33,-10,28,101
Cc1cc(=O)n2c(n1)SCOC2,4,5,-2,-11,-1,-18,0.1,.,-7,-5,115
CCc1ccc(NC(=O)CN2C(=O)COc3ccc(S(=O)(=O)N4CCCC4)cc32)cc1,-17,19,3,18,-9,-6,-1.6,7,-2,-19,.
COc1cccc(NC(=O)CNc2cc(S(=O)(=O)N3CCOCC3)ccc2N2CCCC2)c1,0,11,2,-8,-6,6,-1.1,0,0,-11,.
COc1cccc(NC(C(=O)Nc2cccc(C(C)=O)c2)c2ccccc2)c1 (configuration not stated),-7,11,0,2,6,-4,7.4,-2,-9,-11,128
O=C(Nc1ccccc1F)c1ccccc1-c1ccc(C(F)(F)F)cc1,-6,4,-3,43,0,0,-0.1,-8,-2,-4,101
O=C(/C=C/c1cccnc1)c1ccccc1O,-7,-2,0,26,-5,-15,0.7,3,6,2,92
Fc1ccccc1CCNc1nnnn1-c1ccccc1,0,.,.,-11,1,6,-0.1,1,8,.,113
Cc1nc2cc(C(F)(F)F)ccc2n1CCNc1nc(-c2ccc([N+](=O)[O-])c(Cl)c2)cs1,-4,15,.,1,-7,-2,1.6,8,-6,-15,.
CCn1nnnc1-c1ccc(OC)c(S(=O)(=O)NCc2ccccc2)c1,0,-16,-4,-19,-8,2,-4.1,-5,8,16,107
COc1ccc(NC(=S)NCC(c2ccco2)N2CCCC2)cc1 (configuration not stated),1,-9,2,-14,2,-2,-3.5,7,5,9,97
Cc1ccc(CNC(=O)C2(C)Oc3ccccc3NC2=O)cc1 (configuration not stated),-1,-24,-1,13,-5,-8,-1.7,-10,8,24,105
COc1ccc(-c2csc(Nc3ccc(S(N)(=O)=O)cc3)n2)cc1,-3,-108,0,6,-6,-12,-0.8,.,2,108*,88*
COc1cccc(CN(C)C(=O)CCNC(=O)c2ccco2)c1,5,-15,2,-6,1,-2,0.0,0,-11,15,101
Cc1cc(C)nc(NC(=O)c2ccc([N+](=O)[O-])c(C)c2)n1,1,6,-1,51,0,-2,0.7,1,42,-6,97
Cc1cc(OC(C)C(=O)NC(Cc2c[nH]c3ccc(O)cc23)C(=O)O)c2c(C)c(C)c(=O)oc2c1 (configuration not stated),-7,0,.,399,-3,-8,-0.3,.,1,0,98
C/C(=N/OC(=O)c1ccccc1)c1oc(C)nc1C,-9,-14,10,-14,7,8,1.3,0,3,14,.
CCc1ccc(S(=O)(=O)NCCc2cn3cccc(C)c3n2)s1,-3,8,4,-1,3,-1,0.9,-6,0,-8,93
Cc1ccc2nc(SC(C)C(=O)N3CC(C)OC(C)C3)[nH]c2c1 (configuration not stated),2,-7,-2,44,-8,-5,-2.0,-15,-10,7,118
Cc1ccc(O)c(CNc2cccc3cccnc23)c1,-2,18,118*,13,-6,-14,-2.1,4,9,-18,104
Cc1ccc(CNC(=O)c2cc(C)nn2-c2ccccc2)cc1,2,.,.,11,-10,-6,-0.6,-8,5,.,91
COC(=O)NNC(=O)c1ccccc1C,-7,-13,6,3,-8,7,-3.7,0,7,13,106
CC(=O)Nc1ccc(S(=O)(=O)N(C)CC(=O)NC2=NCCS2)cc1,6,-14,1,5,-21,-9,-0.2,.,-1,14,109
CCCCN1C(=O)/C(=C2/C=CC=CN2C)SC1=S,0,9,28,-5,-4,1,-1.2,32,6,-9,97
Cc1cc([N+](=O)[O-])ccc1NS(=O)(=O)c1ccccc1,4,-11,0,.,-3,6,-2.0,6,12,11,114
Cc1ccc(/C=C/S(=O)(=O)NCC(=O)OCC(=O)Nc2ccc(C(N)=O)cc2)cc1,1,-22,3,-9,15,10,1.0,-14,-4,22,106
Cc1nc(Cl)sc1C(=O)Nc1ccc(Cl)cc1,-8,56,3,9,-4,-6,.,12,3,-56,98
CCO/C(C)=N/n1c2nc3ccccc3nc2c2c(=O)n(Cc3ccccc3Cl)c(C)nc21,-35,-13,-2,-29,5,-6,3.1,15,5,13,.
COc1cc(Cl)c(C)cc1NC(=O)CCCn1c(=O)oc2ccccc21,-1,47,-2,175,-3,-3,0.2,-4,5,-47,109
CC1CCCN(C(=O)/C(=C/c2ccco2)NC(=O)c2ccccc2)C1 (configuration not stated),-1,-17,5,-19,-7,0,0.4,-4,20,17,.
COc1cc(OC)cc(-c2cc3nc(C)c(CCC(=O)O)c(C)n3n2)c1,-6,-20,.,-4,7,-3,0.6,.,8,20,104
COC(=O)c1ccc(NC(=O)CCS(=O)(=O)c2ccc(Br)cc2)cc1,-6,6,3,-14,4,-2,0.1,-14,9,-6,100
CC(C)Cc1ccc(C(C)C(=O)N2CCOCC2)cc1 (configuration not stated),-3,-11,-1,-1,2,1,-0.5,-3,-4,11,127
CC(C(=O)NCC1CCCO1)n1cccc1C(=O)c1ccccc1 (configuration not stated),9,9,.,-7,-20,-5,-2.6,-6,3,-9,100
COC(=O)Cc1[nH]nc2c1C1(CCSCC1)C(C#N)=C(N)O2,-2,-8,-1,2,-1,9,1.7,1,5,8,100
O=C(NC1CCCCCCC1)c1cc(-c2ccccn2)nc2ccccc12,2,12,-1,1,-4,-4,-1.4,-8,10,-12,106
Cc1ccc(-c2nn(CC(=O)N(C)C)c(=O)c3ccccc23)cc1S(=O)(=O)N(C)C,-4,-8,1,-5,-8,-7,4.7,-10,11,8,106
COc1ccc(/C=C(/NC(=O)c2ccc(C)cc2)C(=O)NCC2CCCO2)cc1 (configuration not stated),-7,7,-1,.,-7,-11,0.8,2,19,-7,98
CCCC(/C=C/c1ccc(OC(C)=O)cc1)=C1/c2ccccc2C(=O)N1c1ccccc1,-5,52,.,-5,-4,2,-2.6,-18,7,-52,107
CN(CC(=O)Nc1nc2ccccc2s1)S(=O)(=O)c1ccc(Cl)cc1,-3,13,3,12,-5,-16,-0.4,.,2,-13,.
CCCn1c(N)c(C(=O)CSc2nnc(-c3c[nH]c4ccccc34)n2C2CC2)c(=O)[nH]c1=O,0,-2,13,-28,-15,-5,1.0,-7,-10,2,116
CC1CCC(NC(=O)COc2ccc(C(=O)c3ccccc3)cc2)CC1 (configuration not stated),0,-4,.,-20,-8,-11,-0.1,-2,2,4,101
Cc1nc2cccc(C)n2c(=O)c1Cl,-5,-33,0,6,-8,-2,1.1,-1,-16,33,102

# An excerpt from above in order of the PKA-R2B activ value, low to high.
structure	dFosB act	SR-BI HDL uptake	NSD2 HMT inh	SUMO Mot1 rescue	PKA-R2B activ	PKA-R1A activ	CDK5 p35 inh	MITF act	Arr AP2 block	SR-BI uptake up	Pemphigus Ab inh
CN(CC(=O)Nc1nc2ccccc2s1)S(=O)(=O)c1ccc(Cl)cc1	-3	13	3	12	-5	-16	-0.4	.	2	-13	.
CC(C)Cc1ccc(C(C)C(=O)N2CCOCC2)cc1 (configuration not stated)	-3	-11	-1	-1	2	1	-0.5	-3	-4	11	127
COc1cc(OC)cc(-c2cc3nc(C)c(CCC(=O)O)c(C)n3n2)c1	-6	-20	.	-4	7	-3	0.6	.	8	20	104

# (next part)
SMILES,dFosB act,SR-BI HDL uptake,NSD2 HMT inh,SUMO Mot1 rescue,PKA-R2B activ,PKA-R1A activ,CDK5 p35 inh,MITF act,Arr AP2 block,SR-BI uptake up,Pemphigus Ab inh
COc1ccccc1CC1(C)NC(=O)N(CC(=O)N2CC(C)OC(C)C2)C1=O (configuration not stated),-1,-20,-2,6,10,-1,-1.1,11,11,20,93
CC(OC(=O)CNC(=O)c1ccc2c(c1)OCO2)C(=O)NCCC1=CCCCC1 (configuration not stated),4,3,-2,0,-2,-18,-1.0,-5,-5,-3,.
Cc1ccccc1N1C(=O)[C@@H]2Cc3ccccc3CN2C1=O,1,-3,-3,5,-2,0,-0.6,6,-12,3,106
CCN1C[C@@H]2[C@@H]3C(=O)N(Cc4ccccc4)C(=O)[C@@H]3[C@](C)(C1=O)N2C(=O)c1ccc(Cl)c(Cl)c1,-13,2,.,.,2,4,-0.8,-10,0,-2,100
Cc1cccc2nc(CSc3nc4ccc([N+](=O)[O-])cc4[nH]3)cn12,-3,13,0,-5,-4,-5,-0.3,3,21,-13,122
CCc1cc(=O)oc2cc(OCC(=O)N3CCC[C@H]3C(=O)O)ccc12,-4,-1,.,-1,0,-3,-0.5,7,26,1,.
Cc1nnc(SCc2ccccc2C#N)n1-c1ccccc1,5,11,-1,-5,-6,6,1.3,10,8,-11,86
CCCCC(=O)Nc1ncc2c(n1)CC(C)(C)CC2=O,4,-22,-2,-9,-1,4,0.5,3,-3,22,.
COc1cc(OC)cc(C(=O)N2CCN(Cc3ccc4c(c3)OCO4)CC2)c1,-6,8,-1,6,8,-6,1.3,.,2,-8,126
Cc1ccc(NCc2ccncc2)c(Br)c1,-3,-12,-1,1,-2,-1,-2.7,-9,13,12,106
Cn1cccc1C(=O)OCC(=O)Nc1ccc2c(c1)OCO2,4,-19,2,19,7,4,0.7,1,-13,19,111
COCc1cc(=O)n2[nH]c(C(C)(C)C)cc2n1,3,1,-1,11,-14,5,1.6,.,-10,-1,109
